GRIN3A LBD mod = binders of NR3A ligand-binding domain, primary screen, biophysical, differential scanning fluorimetry, uHTS; Glutamate receptor ionotropic, NMDA 3A (GRIN3A) ligand-binding domain; NR3A LBD differential scanning fluorimetry, Tm shift; 0% = protein alone, 100% = glycine-bound protein; Tm shift relative to glycine control, % at 25 µM; 340,000 tested, 2.5% active; AID 1259313, 2017;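 active = melting temperature shift of at least 10% of the positive control shift, at one fixed dose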
APOBEC3G inh = APOBEC3G DNA deaminase inhibitors, primary screen, biochemical, fluorescence, single-stranded DNA substrate, uHTS | inhibition, % at 20 µM | 330,000 tested, 0.28% active | recombinant A3G, ssDNA deamination FAM/TAMRA fluorescence | DNA dC->dU-editing enzyme APOBEC-3G (Homo sapiens), Q9HC16;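 active = inhibition of at least 40% at 20 µM, with no more than 30% in the related APOBEC3A deaminase screen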;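 also: plate controls were DMSO wells with A3G for no effect and wells lacking A3G enzyme for full effect; some compounds called inactive have numbers as strong as hits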
EBI2 block = EBI2 receptor antagonists, beta-arrestin recruitment, primary screen, cell-based, luminescence, 7a,25-OHC stimulation, uHTS; G-protein coupled receptor 183 (Homo sapiens), P32249; 7a,25-OHC stimulated; inhibition, % at 5 µM; 360,000 tested, 0.81% active; AID 651636, 2012; in the data active = inhibition above about 38%;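 also: enzyme fragment complementation signal reports receptor beta-arrestin coupling in cells; 0% = agonist plus DMSO wells and 100% = wells without agonist; some results beyond the cut were filed as inactive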
Target sequence (P32249 whole entry, looked up, the tested form may be a part): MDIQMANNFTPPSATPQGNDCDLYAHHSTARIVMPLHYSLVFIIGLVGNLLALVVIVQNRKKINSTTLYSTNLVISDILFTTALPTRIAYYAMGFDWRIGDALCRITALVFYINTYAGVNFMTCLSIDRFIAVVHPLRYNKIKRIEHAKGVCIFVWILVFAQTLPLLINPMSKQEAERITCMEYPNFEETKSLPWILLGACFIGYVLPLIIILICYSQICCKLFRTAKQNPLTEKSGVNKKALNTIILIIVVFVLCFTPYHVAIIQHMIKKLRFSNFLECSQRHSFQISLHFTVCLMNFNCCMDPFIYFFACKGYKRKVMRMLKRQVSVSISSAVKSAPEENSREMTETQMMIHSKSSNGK
A3A deaminase = APOBEC3A ssDNA deaminase inhibitors, primary screen, selectivity assay for APOBEC3G inhibitor project, biochemical, FAM/TAMRA oligo cleavage fluorescence | DNA dC->dU-editing enzyme APOBEC-3A (Homo sapiens), P31941 | recombinant A3A, FAM/TAMRA ssDNA deamination fluorescence | inhibition, % at 20 µM | 330,000 tested, 0.41% active;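 active = at least 40% inhibition at 20 µM here, with at most 30% in a related deaminase screen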;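 also: plate controls were A3A with DMSO for no effect and wells lacking A3A enzyme for full effect; some results filed as inactive read as strong as hits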
Target sequence (P31941 whole entry, looked up): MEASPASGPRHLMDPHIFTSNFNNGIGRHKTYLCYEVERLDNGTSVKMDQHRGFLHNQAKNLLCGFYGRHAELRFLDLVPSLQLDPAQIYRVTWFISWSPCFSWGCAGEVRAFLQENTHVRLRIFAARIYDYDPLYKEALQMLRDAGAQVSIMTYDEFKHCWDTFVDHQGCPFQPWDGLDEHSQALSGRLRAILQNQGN
Gli-Sufu block = Gli-Sufu pathway antagonists, primary screen, luciferase luminescence, Sufu-KO-LIGHT cells, uHTS. Sufu-KO-LIGHT fibroblasts, Gli luciferase reporter luminescence. inhibition, % at 5 µM. 340,000 tested, 0.74% active;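 active = inhibition above about 55%, limit read from the data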;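 also: 0% = DMSO-treated cells and 100% = wells with medium but no cells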
CCR6 antagonist = CCR6 receptor antagonists, primary screen, cell-based, CHO-K1, luminescence, beta-arrestin, uHTS; C-C chemokine receptor type 6 (Homo sapiens), P51684; CHO-K1 CCR6 PathHunter beta-arrestin, CCL20-stimulated; inhibition, % at 20 µM; 340,000 tested, 0.49% active;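 active = compounds whose inhibition of the agonist-driven luminescence signal at 20 µM reaches about 50%, limit read from the data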;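 also: cells stimulated with CCL20 at 14 nM final; plate controls were DMSO with CCL20 for no effect and DMSO without agonist for full effect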
Target sequence (P51684 whole entry, looked up): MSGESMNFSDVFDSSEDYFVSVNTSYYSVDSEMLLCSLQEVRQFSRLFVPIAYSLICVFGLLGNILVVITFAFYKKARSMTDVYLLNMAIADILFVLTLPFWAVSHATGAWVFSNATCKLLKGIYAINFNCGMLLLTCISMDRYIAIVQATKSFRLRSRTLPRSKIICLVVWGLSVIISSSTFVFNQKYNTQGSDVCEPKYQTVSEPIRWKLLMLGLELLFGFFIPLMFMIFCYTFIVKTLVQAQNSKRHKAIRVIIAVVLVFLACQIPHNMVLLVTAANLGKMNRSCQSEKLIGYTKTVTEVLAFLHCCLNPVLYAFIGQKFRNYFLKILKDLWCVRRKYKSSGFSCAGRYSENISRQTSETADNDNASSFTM
CXCR6 inh = CXCR6 receptor inhibitors, primary screen, cell-based, beta-arrestin, luminescence, CHO-K1 PathHunter, 1536-well | C-X-C chemokine receptor type 6 (Homo sapiens), O00574 | inhibition, % at 20 µM | 360,000 tested, 0.36% active; in the data active = inhibition above about 34%, passing the limit was not always enough;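 also: antagonist mode with CXCL16 agonist at 10 nM final; 0% = 10 nM CXCL16 with DMSO and 100% = unstimulated wells without agonist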
MPTP block = mitochondrial permeability transition pore inhibitors, primary screen, biochemical, isolated mouse mitochondria, absorbance. inhibition, % at 10 µM. Ca2+ swelling absorbance, 30 min. 360,000 tested, 1.4% active;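 active = inhibition of 50% or more, scaled per plate between neutral and stimulator controls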;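 also: 0% = DMSO wells given calcium and 100% = 1 mM EGTA wells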
An asterisk follows results filed as active; nt = no result given.

SMILES	GRIN3A LBD mod	APOBEC3G inh	EBI2 block	A3A deaminase	Gli-Sufu block	CCR6 antagonist	CXCR6 inh	MPTP block
CN(CCC#N)C(=O)c1cc2c(Cl)nc3ccccc3c2s1	-1	-5	12	-3	5	12	2	0.6
CCOC(=O)N1CCN(C(=O)CCN2C(=O)COc3ccc(C)cc32)CC1	0	-6	-15	2	0	5	-1	0.3
CCN1CCN(C(=O)N2CCOCC2)CC1	-1	-2	-12	-1	2	0	-4	0.6
Cc1cnc(C(=O)Nc2ccc(N3CCOCC3)cc2)cn1	0	-4	-7	-2	-24	-10	-8	-0.9
CCc1sc(C(=O)NC)cc1Br	6	1	-8	4	2	-11	-8	-3.5
NS(=O)(=O)c1ccc(NC(=O)COC(=O)CCc2c[nH]c3ccccc23)cc1	-3	-14	7	-5	1	16	-6	-1.9
O=C(CNC(=O)c1ccco1)NCC(=O)OCc1ccc(Cl)cc1	1	-5	-14	-1	-5	-18	-6	-0.9
COc1ccc(S(=O)(=O)N2CCOC2CNC(=O)C(=O)NCc2ccc3c(c2)OCO3)cc1OC (centres undefined)	2	-6	8	-3	0	25	-4	3.5
COC(=O)C1=C(C)N(Cc2ccc(OC)cc2)C(=O)C1	-1	-5	-8	-4	-1	-13	5	1.0
CCc1noc(C)c1C(=O)Nc1cccc2ncccc12	2	10	-1	10	0	13	-10	-0.5
CC(C)(C)n1cnc2cc(NS(=O)(=O)c3ccc(Br)cc3)ccc21	-10	-9	9	-7	1	11	-2	17
CCC(=NCc1ccc(Cl)c(Cl)c1)c1nc(-c2ccco2)oc1O	-1	-8	16	-8	7	20	1	12
O=C(c1ccco1)N1N=C(c2ccco2)CC1c1ccc(Cl)cc1Cl (centres undefined)	0	-7	-1	-4	-6	18	10	-0.6
Cn1nccc1C(=O)NC1CCN(Cc2ccccc2)CC1	1	-3	-5	-1	28	2	-2	-1.2
COc1ccccc1N1CCN(/N=C/c2cc(OC)c(OC)c(OC)c2)CC1	-2	-4	-6	-3	-1	-8	-5	18
COc1ccccc1Nc1nc(-c2sc(N)nc2C)cs1	-1	7	1	6	-7	10	-16	-0.9
Cc1cccc2cc(CN(C(=O)c3cnccn3)C3CCCCC3)c(Cl)nc12	2	-5	0	-5	11	16	13	1.1
O=C(CSc1nnc(NC(=O)c2ccc(F)cc2)s1)NCc1ccco1	-1	-2	-9	3	-41	9	-4	0.6
Cc1ccc(CCNC(=O)C2CCCN(S(C)(=O)=O)C2)cc1 (centres undefined)	0	1	-7	0	16	14	-4	0.8
O=C(Nc1cccc2cccnc12)c1cc(F)c(F)cc1Cl	2	1	-1	7	-4	4	8	-0.9
CS(=O)(=O)Nc1ccc(C(=O)N2CC(=O)Nc3ccccc32)cc1	1	-5	0	-5	24	-1	-6	0.3
CCSc1ccc(C(=O)NCC(=O)O)cc1	0	-4	-2	-2	-3	-1	7	2.5
Cn1ncc([N+](=O)[O-])c1C(=O)NC1CCCCC1	3	-6	2	-5	-9	1	-3	-1.0
Cc1ccccc1N1CCN(C2CCCN(C(=O)c3ccnn3C)C2)CC1 (centres undefined)	2	2	1	-2	2	6	-11	0.7
COc1ccccc1/C=C/CN1CCCC(CCC(=O)NCc2ccc(F)c(F)c2)C1 (centres undefined)	0	-3	10	-1	32	8	8	0.0
SMILES	GRIN3A LBD mod	APOBEC3G inh	EBI2 block	A3A deaminase	Gli-Sufu block	CCR6 antagonist	CXCR6 inh	MPTP block
O=C(CSc1ncc(C(F)(F)F)cc1Cl)NCC1CCCO1 (centres undefined)	0	0	-16	-5	-2	6	-5	-0.7
CCOc1ccccc1C(=O)NN1CCOCC1	1	8	2	5	9	-16	-2	1.1
CCOc1ccc(C(=O)CSc2nnc(N)s2)cc1	1	-7	9	-3	-18	2	0	5.4
COc1ccc(CNC(=O)C2CCN(S(=O)(=O)c3ccc4nc5c(c(C(=O)O)c4c3)CC(C)CC5)CC2)cc1 (centres undefined)	-3	-1	1	-3	-8	9	-1	-1.6
Cc1ccc[n+](CC(=O)Nc2cccc(Cl)c2)c1	0	-1	5	-2	2	-5	-5	1.0
Cc1ccc(C(=O)N/C(=C/c2cccs2)C(=O)NCc2ccco2)cc1	2	-10	-7	-7	2	-8	0	3.4
CCC(=O)N1CCN(c2ccccc2NC(=O)c2ccc(-c3cccc([N+](=O)[O-])c3)o2)CC1	-6	-4	16	0	32	22	7	7.0
O=C(Cn1ncc(Cl)c(Cl)c1=O)N1CCN(S(=O)(=O)c2ccc3ccccc3c2)CC1	-1	-7	42	-3	-4	5	22	1.1
O=C(CN1CCN(Cc2ccccc2)CC1)NNC(=O)c1ccccc1	0	-9	-7	-4	9	1	4	1.4
CC1=CC(C)(C)NC(=S)N1c1ccc(N(C)C)cc1	-1	nt	-13	nt	9	11	0	-0.2
O=C(NCc1cc(C(F)(F)F)ccc1F)C1CCC(=O)N(C2CC2)C1 (centres undefined)	3	-10	4	0	-11	4	1	0.2
Cc1ccc(C(=O)Nc2c(C)n(C)n(-c3ccccc3)c2=O)cc1S(=O)(=O)N1CCCCC1	1	-7	3	-1	0	6	2	-1.2
C=CCNC(=O)C(=O)Nc1ccc2c(c1)N(S(=O)(=O)c1cccs1)CCC2	0	-4	0	-1	-6	13	-7	-1.5
Cc1[nH]n(-c2ncc(-c3ccc(Cl)cc3)s2)c(=O)c1C(c1ccc(Cl)cc1)C(C#N)C#N (centres undefined)	17*	-1	26	-1	5	38	12	98*
CCOc1ccccc1NC(=O)CSc1nnc(CCC(=O)Nc2ccccc2F)n1C	-3	5	7	1	8	-6	-7	-0.5
Cc1cccc(N2CCN(C(=S)NC3CCCCC3)CC2)c1C	2	-6	6	0	1	10	7	19
O=C(O)C(O)c1ccco1 (centres undefined)	-5	nt	2	nt	-2	3	-6	-0.8
CN1CCN(C(=O)CCc2nc(-c3ccc(Cl)cc3)no2)CC1	0	-9	-11	5	19	-1	1	-1.0
O=C(CSc1nc2ccccc2[nH]1)N=Nc1c(O)[nH]c2ccccc12	-9	-15	13	-6	-6	10	6	1.4
CSCC[C@H](NC(=O)[C@H](Cc1ccccc1)n1c(=O)[nH]c2ccccc2c1=O)C(=O)N1CCC(C(=O)O)CC1	0	-11	-2	-5	6	5	-1	-1.5
CC1(C(=O)OCc2cc(=O)n3cc(Br)ccc3n2)CC1(Cl)Cl (centres undefined)	-1	-9	11	-3	-74	19	-5	-0.4
CN1C(=O)C(C)(C)c2cc(S(=O)(=O)NCC3CCC(C(=O)NC4CCCCC4)CC3)ccc21 (centres undefined)	0	-5	0	-2	-5	2	-5	-0.3
Cc1noc(C)c1S(=O)(=O)NC1CCCc2ccccc21 (centres undefined)	0	-4	-4	-1	2	9	6	-0.1
Cc1nn(CCOc2cccc(Cl)c2)c(C)c1[N+](=O)[O-]	3	-8	1	-1	0	14	12	0.0
COc1ccc(-c2csc(N)n2)cc1F	1	-9	6	-3	-43	11	-5	-1.5
SMILES	GRIN3A LBD mod	APOBEC3G inh	EBI2 block	A3A deaminase	Gli-Sufu block	CCR6 antagonist	CXCR6 inh	MPTP block
Cc1ccc(C(=O)NCCCN2CCOCC2)cc1Cl	0	-7	8	-9	1	-7	1	1.6
COc1ccc(N=C(N)N=C(N)N)c(OC)c1	5	-8	-1	-1	0	0	-3	-1.3
CCOC(=O)N1CCC(NC(=O)c2ccc(CS(=O)(=O)c3ccc(OC)cc3)o2)CC1	0	2	-6	-2	-4	9	-4	-0.4
Cc1ccccc1NC(=S)NCc1ccc2c(c1)cc(C)n2C	-3	-4	8	-5	-7	6	-13	-0.5
O=C1Nc2ccccc2N(O)N1c1ccc(S(=O)(=O)N2CCOCC2)cc1	0	-6	-14	-2	-2	-10	2	0.1
O=c1[nH]c2ccccc2n1Cc1ccc(Cl)cc1	-1	-4	-1	-2	-49	10	-7	8.3
COc1cccc(C(=O)Nc2ccc(NC(C)=O)cc2)c1	1	1	-6	4	-18	22	-1	-0.2
CCn1c(SCC(=O)N2CCOCC2)nnc1-c1ccco1	0	3	-11	0	-13	-2	-9	-0.8
CC1CN(C(=S)Nc2ccccc2)C(C)CN1C=O (centres undefined)	0	nt	0	nt	7	-4	7	-1.0
Cc1cccc(C(=O)N2CCCC(N3CCN(Cc4ccc5c(c4)OCO5)CC3)C2)n1 (centres undefined)	1	-5	-1	-5	3	-7	3	-0.6
CSCCC(NS(=O)(=O)c1cccc(C(F)(F)F)c1)C(=O)N(C)Cc1ccc2c(c1)OCCO2 (centres undefined)	-2	-3	3	-5	10	12	-13	-0.1
CC(C)CNC(=O)/C=C/C=C/CCCC/C=C/c1ccc2c(c1)OCO2	3	-11	-8	-4	0	9	-4	-0.8
CCCn1c(SCC(=O)Nc2cc(C)on2)nc2c1c(=O)n(C)c(=O)n2C	1	-4	-3	3	0	1	9	-0.9
Cn1nc(C(=O)Nc2ccc(S(=O)(=O)NCc3ccco3)cc2)c2ccccc2c1=O	-10	-1	nt	6	5	2	nt	nt
Cn1c(=O)n(Cc2ccccc2)c2ccccc21	0	-6	-4	-4	-7	-11	0	0.0
CCCCN(C)CCCNC(=O)C1CC(=O)N(Cc2ccc(OC)cc2)C1 (centres undefined)	2	-6	4	-3	8	-20	2	7.1
Cc1ccc(S(=O)(=O)NCc2cccnc2)cc1C(=O)N1CCCC1	-1	-5	-19	-1	7	6	2	0.1
O=C(CSc1nnc(C2CC2)n1Cc1ccco1)NCC(F)(F)F	0	9	-5	-4	1	23	-6	-2.1
CC(OC(=O)c1cccs1)C(=O)NCc1ccco1 (centres undefined)	1	-5	-7	-2	1	5	-2	0.2
COc1ccc(CNc2c(CO)cnc3c2cnn3C)cc1	-3	-2	3	3	25	-9	-10	-1.1
Cc1ccccc1OCC(=O)NC1CCCCCCC1	0	-8	31	-4	nt	14	-2	1.3
Cc1c(C(=O)N2CCOCC2)c(S(=O)(=O)Nc2cccc(Br)c2)c(C)n1C	2	2	-1	3	15	-1	-8	-1.5
NC(N)=N/N=C/c1ccc(Br)cc1	-3	-9	-17	-3	4	-24	-3	-1.7
O=C(COc1ccc2ccccc2c1)N1CCNCC1	0	-5	10	-2	-19	2	-8	-0.5
CCN(CC)c1nc(N)c(C#N)c(CC#N)c1C#N	0	-7	-7	-5	-23	7	-5	-0.4
CCn1cc(C(=O)N2CCCC(N3CCN(c4cccc(C(F)(F)F)c4)CC3)C2)cn1 (centres undefined)	1	7	1	-2	12	-3	-4	-0.2
COc1cccc(-n2c(C)nc3c(cnn3-c3ccc(Cl)cc3)c2=O)c1	2	-3	3	0	46	10	-5	18
